NPSR antag: qHTS Assay for Antagonists of the Neuropeptide S Receptor: cAMP Signal Transduction. Q6W5P4. CHO-NPSR cells, cAMP TR-FRET, antagonist mode. Potency, µM (series often up to 38.3 µM), inactives show at the top dose activity change, negative = inhibition, usual class: inhibitors. 220,000 tested, 1% active. AID 1461, 2008; also: potency is read from the fitted curve at half-maximal effect; % is scaled to controls: 0 for no effect and ±100 for the full control effect; nearly all actives have a fitted effect of over 50% in size; many of its hits are not listed in these tables
aGal spleen mod: qHTS Assay for Inhibitors and Activators of Human alpha-Galactosidase From Spleen Homogenate. Alpha-galactosidase A (Homo sapiens), P06280. 240,000 tested, 0.008% active. human spleen homogenate, 4MU-alpha-Gal fluorescence, 40 min. Potency, µM (top dose mostly 80 µM), for the others: at the top dose activity change, negative = inhibition, usual class: inhibitors;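 also: potency is read from the fitted curve at half-maximal effect; 0% = enzyme with vehicle and -100% = no enzyme basal signal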
Target sequence (P06280 32-429 limits assumed): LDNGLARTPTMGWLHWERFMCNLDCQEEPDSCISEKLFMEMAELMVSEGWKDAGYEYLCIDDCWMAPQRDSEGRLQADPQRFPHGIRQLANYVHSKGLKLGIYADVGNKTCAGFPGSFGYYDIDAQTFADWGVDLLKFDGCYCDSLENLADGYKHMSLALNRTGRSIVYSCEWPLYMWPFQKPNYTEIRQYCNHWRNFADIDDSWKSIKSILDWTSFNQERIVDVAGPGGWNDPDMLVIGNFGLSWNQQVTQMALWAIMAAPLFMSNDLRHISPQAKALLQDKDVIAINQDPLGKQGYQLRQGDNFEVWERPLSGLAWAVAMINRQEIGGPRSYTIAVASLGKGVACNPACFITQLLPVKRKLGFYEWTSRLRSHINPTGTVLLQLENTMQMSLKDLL
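Fluorogenic readout (Ex 365/Em 440 nm) of 4-methylumbelliferone released from 1 mM 4-MU-alpha-galactoside by spleen homogenate, 40 min at 37C, pH 5.0. Data normalized to no-enzyme and enzyme controls; Hill-equation AC50 from compound titrations.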
Epigenetic reg: Quantitative High-Throughput Screen for Regulators of Epigenetic Control | murine LDR cells, GFP reporter derepression, 30 h | AID 1865, 2009 | Potency, µM (top dose mostly 53.9 µM), for the others: at the top dose GFP activation, most hits filed as activators | 280,000 tested, 0.2% active; also: potency is read from the fitted curve at half-maximal effect; % of control where 0% means no effect; nearly all actives have a fitted effect of over 60% in size
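Readout is the number of GFP-expressing murine LDR cells, counted by cytometry following washing. Cells were treated with compound for 30 h at 37 C; the stably integrated CMV-GFP locus is normally silent.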
KinaseGlo FLuc: Counterscreen for Luciferase (Kinase-Glo TM) Inhibition; Luciferin 4-monooxygenase (Photuris pensylvanica), Q27757; Kinase-Glo luciferase, ATP luminescence, 8 min; Potency, µM (titrated, usually from 38.3 µM), for inactives: at the highest dose activity change, negative = inhibition, hits mostly inhibitors; 200,000 tested, 0.28% active; AID 1379, 2008; also: potency is read from the fitted curve at half-maximal effect; % is scaled to controls: 0 for no effect and ±100 for the full control effect; nearly all actives have a fitted effect of over 60% in size
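Compound is pinned into ATP-containing buffer (10 uM ATP, imidazole pH 7.2, 7 mM MgCl2). Kinase-Glo luciferase reagent is then added. Light output is recorded following an 8-min room-temperature incubation.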
IMPase Li cell: qHTS Assay for Identifying the Cell-Membrane Permeable IMPase Inhibitors: Potentiation with Lithium | AID 1457, 2008 | Potency, µM (titrated, usually from 59.4 µM), for the others: at the highest dose activity, negative = IMPase inhibition, actives largely listed as inhibitors | 210,000 tested, 0.35% active | CHO-M1 cells, IP1 TR-FRET (IP-One), carbachol + lithium;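 also: IP1 builds up when IMPase is blocked and the TR-FRET signal falls; potency is read from the fitted curve at half-maximal effect; plate controls were basal vehicle for no effect and high inhibitor control for full effect; nearly all actives have a fitted effect of over 50% in size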
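CHO cells stably expressing M1 receptor (2000/well, cultured 16–30 h) treated 30 min at 37C with compound plus low lithium. Cytosolic IP1 by TR-FRET (665/620 ratio and 620 channel) after 10 min lysis; AC50 by Hill fit.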
LMNA splice mod: qHTS Assay for Modulators of Lamin A Splicing; HeLa LMNA splicing GFP/RFP minigene ratio, 48 h; Potency, µM (doses to about 46.1 µM), for the others: at the top dose ratio change, negative = inhibition, most hits filed as inhibitors; 200,000 tested, 0.01% active; active = well fitted inhibition curve with a large enough effect in the signal ratio, with a control signal flat, not every such curve was filed as active; inconclusive = small, poorly fitted or top-dose-only effect, or effect the other way, or a change in a side signal; the % refers to the signal ratio; also: potency is read from the fitted curve at half-maximal effect; % is scaled to controls: 0 for no effect and ±100 for the full control effect
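Read-out is the ratio of GFP to DsRed2 object intensity, acquired by 488 nm laser-scanning cytometry on HeLa lamin A-EGFP minigene reporter cells. Compound incubation 48 hrs at 37 °C in Opti-MEM with 2% FBS; DMSO 0.5% final.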
CBFb-RUNX1 inh: qHTS Assay for Compounds Blocking the Interaction Between CBF-beta and RUNX1 for the Treatment of Acute Myeloid Leukemia. Runt-related transcription factor 1 (Homo sapiens) + Core-binding factor subunit beta …. AlphaScreen CBFb-His/RUNX1-biotin binding, biochemical. Potency, µM (series often up to 59.8 µM), for inactives: at the highest dose activity, negative = inhibition, hits mostly inhibitors. 230,000 tested, under 10 active. AID 1477, 2009; also: % of control where 0% means no effect
Target sequence (Q01196 whole entry, looked up): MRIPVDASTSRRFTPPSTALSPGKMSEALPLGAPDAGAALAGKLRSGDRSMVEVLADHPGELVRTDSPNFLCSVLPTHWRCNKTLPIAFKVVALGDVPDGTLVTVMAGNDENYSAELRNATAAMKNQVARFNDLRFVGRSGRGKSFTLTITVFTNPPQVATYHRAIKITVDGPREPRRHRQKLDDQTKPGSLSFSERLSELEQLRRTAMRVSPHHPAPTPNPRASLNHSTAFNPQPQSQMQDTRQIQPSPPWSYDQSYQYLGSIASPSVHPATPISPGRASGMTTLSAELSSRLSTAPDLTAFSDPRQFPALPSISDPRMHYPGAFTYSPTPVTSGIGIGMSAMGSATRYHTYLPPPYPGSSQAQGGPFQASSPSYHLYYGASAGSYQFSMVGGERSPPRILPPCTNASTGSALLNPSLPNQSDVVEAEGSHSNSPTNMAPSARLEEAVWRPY
Target sequence (Q13951 whole entry, looked up): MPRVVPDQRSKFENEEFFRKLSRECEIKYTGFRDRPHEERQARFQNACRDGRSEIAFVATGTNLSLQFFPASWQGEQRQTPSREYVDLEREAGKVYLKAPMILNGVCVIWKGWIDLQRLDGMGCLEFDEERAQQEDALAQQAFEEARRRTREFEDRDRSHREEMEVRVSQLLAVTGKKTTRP
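Bead-based AlphaScreen assay; binding partners His-tagged CBF-beta and biotinylated RUNX1 at 30 nM each. Compound exposure 15 min after a 20-min protein preincubation; bead step 90 min; all steps at room temperature.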
Starred values were filed as active, the others as inactive; ? = inconclusive; . = not tested or not shown; & = joins results of further samples; [ ] = dose if it differs, or a comment. Unless noted, calls follow the shape of the dose curve; as a rule, active = well fitted curve in the direction sought with a large enough effect; inconclusive = small, poorly fitted or top-dose-only effect, or another doubt; inactive = no such curve, though single readings can be large; an effect the other way counts as inactive or inconclusive. An excerpt; rates above refer to the full screens.

SMILES	NPSR antag	aGal spleen mod	Epigenetic reg	KinaseGlo FLuc	IMPase Li cell	LMNA splice mod	CBFb-RUNX1 inh
CC1CN(Cc2nc3c(c(=O)n(C)c(=O)n3C)n2CC(O)CO)CC(C)O1 (configuration not stated)	0%[46.1 µM]	0%	0.8%	-1%	3%[38.3 µM]	5%	-8%
O=C(NCc1ccc(F)cc1)c1c2c(nc3ccccc13)CCN(Cc1ccccc1)C2	-15%	-4%	-0.1%	1%	-3%	-6%	-1%
NS(=O)(=O)c1cc(C(=O)O)cc(N2CCCC2)c1Oc1ccccc1	.	-7%[29.1 µM]	-1.4%[16.9 µM]	0%[17.1 µM]	-2%	?	15%[21.7 µM]
Cn1c(=O)n(C)c2cc(S(=O)(=O)NCc3ccccc3)ccc21	3%[7.67 µM]	5%	-0.6%	13%	18%[38.3 µM]	-13%	8%
O=C(Nc1nc2ccccc2[nH]1)c1cccc([N+](=O)[O-])c1	-2%	-4%	1.1%	-7%	7%	.	4%
COc1ccc2nc(COC(=O)c3ccco3)c(C(C)=O)[n+]([O-])c2c1	4%[46.1 µM]	12%	-2.0%	3%	14%[38.3 µM]	3%	7%
CCOC(=O)N1CCN(Cc2c(F)cccc2Cl)CC1	6%[46.1 µM]	1%	-2.0%	-3%	-1%[38.3 µM]	2%	0%
CCn1cnc2sc(C(=O)Oc3cccc(C)c3)c(C)c2c1=O	26%	6%	3.8%	0%	2%	.	2%
Cc1ccc(S(=O)(=O)NC2=NCN(C3CCN(Cc4ccccc4)CC3)CN2)cc1	-2%[7.67 µM]	-2%	-1.6%	1%	13%[38.3 µM]	-2%	10%
CCC1(C)Cc2ccccc2C(=S)N1 (configuration not stated)	-29%	4%	1.2%	-3%	6%	.	-3%
Cc1ccccc1NC(=O)Cc1cn(C)c2ccccc12	-3%[46.1 µM]	3%	-1.0%	-1%	22%[38.3 µM]	-7%	-2%
C[N+](C)(C)CCC(=O)c1cccc2ccccc12	32µM*	1%&6%	-0.2%&1.1%	-7%	24%&-13%	?	-6%&15%
CCOC(=O)c1sc(C)c2c1NC1(CCCCCC1)NC2=O	?	-3%	0.0%	.	.	2%	5%
Cc1cccc2cc(C#N)c(NCCNS(=O)(=O)c3ccc4c(c3)OCCO4)nc12	-17%[46.1 µM]	12%	-7.2%	.	.	?	?
Cc1nc(C)c(/C(O)=C\c2nc3ccc([N+](=O)[O-])cc3oc2=O)o1	-2%	-1%	0.0%	.	.	.	7%
CCOC(=O)c1ccc(Oc2c(C)oc3cc(OS(C)(=O)=O)ccc3c2=O)cc1	32%	-6%	-1.6%	-1%	-5%	-27%	-5%
Cc1sc2nc(CSc3nc4ccccc4s3)[nH]c(=O)c2c1C	-35%	2%	5.3%	1%	1%	-5%[9.22 µM]	-11%
COc1ccc(-c2nc3c(c(=O)[nH]c(=O)n3Cc3ccccc3)n2C)cc1	?	5%	-5.4%	-5%	?	-9%	9%
C=CCn1c(SCc2ccc3c(c2)OCO3)nc2scc(-c3ccco3)c2c1=O	-9%[46.1 µM]	4%	0.0%	-5%	-19%[38.3 µM]	-1%	0%
CN1C(=O)c2ccc(NC(=O)CCS(=O)(=O)c3ccccc3)cc2C1=O	8%	7%	-0.5%	1%	1%	10%[9.22 µM]	5%
CC1CN(C(=O)C2CCCC2)C(C)CN1C(=O)C1CCCC1 (configuration not stated)	10%	0%	-0.4%	-2%	5%	-4%	9%
Brc1ccc(-c2nnc3n2C2(CCCC2)Cc2ccccc2-3)o1	?	4%	1.2%	1%	0%	?	-1%
C/C(CC(=O)Nc1cccc(Cl)c1C)=N\NC(=O)Cc1csc(N)n1	17%	0%	-5.5%	2%	4%	.	-6%
O=C(c1cc(-c2ccccc2)n[nH]1)N1CCc2c([nH]c3ccccc23)C1c1ccccn1 (configuration not stated)	?	-4%	1.1%	3%	10%	.	?
CCN1C(=O)C(CC(=O)Nc2ccc(F)cc2)N(Cc2ccc3c(c2)OCO3)C1=S (configuration not stated)	-20%	-4%	14%	1%	25%	?	16%
COc1cc(C(=O)Sc2ccc(Cl)cc2)cc(OC)c1OC	-16%[46.1 µM]	8%	1.1%	-3%	3%[38.3 µM]	?	6%
COc1ccccc1CNc1ncnc2ccc(-c3ccccc3CN(C)C)cc12	.	5%	1.2%	-2%	11%	-13%	.
CCOC(=O)C(NCc1ccccn1)(NC(=O)c1cccnc1)C(F)(F)F (configuration not stated)	-16%[46.1 µM]	8%	-1.0%	2%	17%[38.3 µM]	-3%	-8%
COc1ccc(-c2cc(C(=O)NCCCn3ccnc3)no2)cc1	7%	-1%	0.1%	1%	1%	-2%[46 µM]	-2%
CCOc1ccc(NC(=O)CSc2nc3[nH]ncc3c(=O)n2-c2ccccc2OC)cc1	15%	-7%	1.1%	2%	-5%	-3%	-1%
CN(C)C(=O)COC(=O)c1ccc(S(=O)(=O)NCc2ccco2)cc1	-23%	4%	1.1%	.	.	3%[46 µM]	-12%
O=C1N/C(=C/c2ccc(N3CCOCC3)o2)C(=O)N1c1ccccc1	-37%	3%	?	0%	51%[activator]	?	4%
CC(=O)Nc1ccc(OCc2cccc([N+](=O)[O-])c2)cc1	8%	0%	4.3%	1%	17%	18%[46 µM]	1%
O=c1o[nH]c(-c2ccccc2)c1C1=NCCCCC1	-28%[46.1 µM]	3%	5.1%	2%	-1%[38.3 µM]	6%	4%
COc1ccccc1OCC(=O)N/N=C1\CCc2ccccc21	10%[46.1 µM]	-1%	-0.8%	-3%	20%[38.3 µM]	-6%	2%
O=C(NC1CCN(Cc2ccccc2)CC1)C1CCCN(S(=O)(=O)c2cccc3nonc23)C1 (configuration not stated)	-17%[46.1 µM]	7%	0.1%	-4%	23%[38.3 µM]	3%	4%
COC(=O)c1cc(OC)c(OC)cc1NC(=O)CCCCCN1C(=O)CCC1=O	-3%[46.1 µM]	-5%	-0.8%	3%	0%[38.3 µM]	4%	1%
O=C(C(c1ccccc1)c1ccccc1)N(Cc1ccco1)C1CCS(=O)(=O)C1 (configuration not stated)	-5%[46.1 µM]	-3%	0.7%	-1%	7%[38.3 µM]	2%	-8%
O=C(COC(=O)C1CCCCC1)Nc1ccccc1OC(F)F	7%	-1%	1.3%	-1%	8%	-10%[46 µM]	6%
CC1(C)CC[C@]2(C(=O)O)CC[C@@]3(C)C(=CCC4[C@@]5(C)CCC(O)C(C)(C)C5CC[C@@]43C)C2C1 (some centres not stated)	.	16%	5.1%	-2%	-1%	.	?
Cc1ccccc1OCC(=O)NCC(=O)N/N=C/c1ccc(Br)o1	0%	-8%	-1.6%	-4%	-3%	-8%	2%
C=CCNC(=S)/N=c1\sccn1C	4%[46.1 µM]	1%	0.0%	-4%	6%[38.3 µM]	17%	5%
CN(C)CCOC(=O)c1cccc(Br)c1	1%[46.1 µM]	1%	0.1%	-1%	-9%[38.3 µM]	-1%	2%
O=C(Nc1cccs1)Nc1c(F)c(F)cc(F)c1F	10%[46.1 µM]	5%	1.0%	0%	-3%	?	-1%
CCCCOCCCNC(=O)N[C@H](C(=O)OC)C(C)CC (some centres not stated)	7%	-5%	9.3%	.	.	.	3%
Cc1cc(C)cc(OCC(=O)OCC(=O)c2ccc3c(c2)NC(=O)CO3)c1	-9%[46.1 µM]	-13%	-3.1%	0%	19%[38.3 µM]	6%	-6%
CCOc1ccc(NC(=O)Nc2ccc3c(c2)nnn3C)cc1	14%[46.1 µM]	5%	0.9%	0%	8%[38.3 µM]	-10%	8%
COC(=O)CCCC1=CC2=C(c3ccccc3)C(=O)C(C)(OC(=O)C3CCCC3)C(=O)C2=CN1C1CC1 (configuration not stated)	-11%	-8%[17.5 µM]	-1.1%	-7%[7.66 µM]	3%	?	-14%[13.1 µM]
O=C1NCCn2ccc(=O)cc21	-23%	-6%	3.7%	.	.	.	9%
CC(=O)N1CCc2cc3nc(C)cc(C)c3cc21	-1%[46.1 µM]	6%	-2.7%	-6%	-15%[38.3 µM]	1%	0%

(more compounds)
SMILES	NPSR antag	aGal spleen mod	Epigenetic reg	KinaseGlo FLuc	IMPase Li cell	LMNA splice mod	CBFb-RUNX1 inh
Nc1ncnc2nc(SCc3ccccc3)[nH]c12	-1%[46.1 µM]	1%	-1.8%	5%	6%[38.3 µM]	?	0%
Cc1ccc(NC(=O)CN(c2ccccc2)S(=O)(=O)N(C)C)cc1C	-2%[46.1 µM]	0%	2.1%	1%	10%	-6%	3%
O=C(c1cc(-c2cccnc2)nc2ccccc12)N1CCCc2ccccc21	-4%	-3%	-0.6%	1%	10%	5%	-5%
Cn1c(=NC(=O)COc2ccccc2)sc2cc(F)cc(F)c21	-6%	5%	11%	.	.	.	2%
O=C(O)Cc1ccc(NC(=O)Nc2ccc(Br)cc2)cc1	-6%	0%	2.6%	-1%	-1%	.	5%
C[C@@H](CN1C2=NC[C@H](Cc3ccc(O)cc3)N2C[C@H]1Cc1ccc(O)cc1)NC(=O)CCC1CCCCC1	39%	-2%	2.5%	.	25%	.	2%
O=C(c1ccccc1Cl)N1CCC(n2cccc2)CC1	-3%	5%	1.1%	.	.	15%[46 µM]	3%
CN(C)CCSc1nnc2[nH]c3ccccc3c2n1	-4%	-8%	1.8%	-2%	5%	-2%	-16%
CCOc1ccccc1-n1c(SCC(=O)Nc2nccs2)nnc1-c1ccoc1C	-19%[46.1 µM]	?	-1.0%	0%	0%[38.3 µM]	11%	-6%
CC(C)N1CCN(Cc2ccc(OCc3ccccc3)cc2)CC1CCO (configuration not stated)	-13%	4%	-1.0%	-2%	28%	7%[46 µM]	2%
O=C(NC(=S)N(CCCCO)C1CCCCC1)c1sc2ccccc2c1Cl	-10%[46.1 µM]	-4%	-1.8%	-1%	-16%[38.3 µM]	10%	-10%
COc1ccc(OC)c(NC(=O)c2ccc(NS(C)(=O)=O)cc2)c1	-13%[46.1 µM]	8%	2.9%	-3%	21%[38.3 µM]	2%	-2%
